GLP1R cytotox: cytotoxicity counter-screen for GLP-1 receptor inverse agonists; HEK293 cAMP-luciferase reporter cells, luminescence, 24 h; Potency, µM (titrated, usually from 38.3 µM), for the others: top-dose activity change, negative = inhibition, most hits filed as inhibitors; hit rate 0.13% among 410,000; AID 624418;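 further: loss of luciferase light is scored as toxicity; potency means the concentration at half of the fitted maximal effect; on the % scale 0 is the no-effect control and ±100 the full control effect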
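Quantitative HTS format, 1536 wells, 200 cells/uL seeded. Compounds: 23 nL, 24 h, 37 °C. Detection: luciferase reagent, luminescence at 12 min RT; decreased signal taken as cytotoxic.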
HT1080-NT tox: kills 2HG-producing HT-1080-NT fibrosarcoma cells; Potency, µM (series often up to 46.1 µM), for inactives: at the top dose activity, negative = less viability, actives largely listed as cytotoxic; HT-1080-NT fibrosarcoma viability, CellTiter-Glo ATP luminescence, 48 h; hit rate 1.6% among 360,000; AID 686970;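 further: NT is the 2HG producing partner of a matched IDH1 knockdown line; potency means the concentration at half of the fitted maximal effect; 0% = DMSO-treated cells and -100% = media-only wells without cells; nearly all actives have a fitted effect of over 55% in size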
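HT-1080-NT fibrosarcoma cells (2HG-overproducing), 750 cells/well in RPMI with 5% FBS, dosed after 2 h and incubated 48 h at 37C. CellTiter-Glo luminescence normalized to DMSO and no-cell wells; concentration-response curves fitted and classed.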
KB-V1 MDR tox: KB-V1 MDR subline cytotoxicity; KB-V1 MDR cells viability, CellTiter-Glo, 72 h; Potency, µM (titrated, usually from 46.1 µM), for inactives: at the highest dose activity change, negative = cytotoxicity, usual class: cytotoxic; hit rate 3.4% among 400,000; further: potency means the concentration at half of the fitted maximal effect; on the % scale 0 is the no-effect control and ±100 the full control effect; nearly all actives have a fitted effect of over 60% in size
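KB-V1 cells (P-gp-expressing MDR subline of KB-3-1) in phenol-red-free DMEM with 10% FBS were exposed to library compounds over a concentration series for 72 h at 37 degrees C. Viability read by CellTiter-Glo luminescence; concentration-effect curves fitted after normalization.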
HT1080 IDH1KD tx: HT-1080 IDH1 knockdown cell toxicity (counter line); HT-1080 IDH1 knockdown viability, ATP luminescence, 48 h; Potency, µM (highest dose often 46.1 µM), for inactives: top-dose activity, negative = toxicity, usual class: cytotoxic; hit rate 2% among 360,000; AID 686971;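 further: potency means the concentration at half of the fitted maximal effect; 0% = DMSO wells and -100% = cell-free medium wells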
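In this qHTS, HT-1080 cells depleted of IDH1 are exposed for 48 h at 37 °C to compound titrations. Toxicity is scored from CellTiter-Glo luminescence, with DMSO as full viability and medium alone as none.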
SW480 rerep: inducers of DNA re-replication in SW480 colon cancer cells; SW480 DNA re-replication, Hoechst DNA content imaging, 48 h; Potency, µM (highest dose often 46.1 µM), without a hit: top-dose re-replication activation, usual class: activators; hit rate 1.8% among 340,000; AID 624297; further: potency means the concentration at half of the fitted maximal effect; % of control where 0% means no effect; nearly all actives have a fitted effect of over 55% in size
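Compounds, transferred as 23 nL by pin tool, were incubated with cells for 48 hr; DNA content per nucleus was then quantified by Hoechst staining and fluorescence plate imaging.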
KB-3-1 cytotox: KB-3-1 parental cell cytotoxicity; KB-3-1 viability, CellTiter-Glo ATP luminescence, 72 h; Potency, µM (doses to about 46.1 µM), for the others: at the top dose activity change, negative = cytotoxic, actives largely listed as cytotoxic; hit rate 1.4% among 400,000; AID 1347075; further: potency means the concentration at half of the fitted maximal effect; on the % scale 0 is the no-effect control and ±100 the full control effect; nearly all actives have a fitted effect of over 60% in size
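Screening of KB-3-1 cells (DMEM, 10% FBS, phenol-red free) ran from lowest to highest compound concentration; after 72 h at 37 °C viability was read luminescently and curves fitted.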
IL1B secr inh: blocks inflammasome-driven IL-1 beta release; THP-1 LPS/ATP IL-1B secretion, AlphaLISA, 16 h; stronger effect = lower value; activity change, % at 57.5 µM; hit rate 4.7% among 360,000; AID 743279; in the data active means activity change below about -50%; inconclusive means mostly about -30% to -49%; further: on the % scale 0 is the no-effect control and ±100 the full control effect
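Secreted IL-1B measured by AlphaLISA bead assay after 16 h compound exposure of THP-1 cells; compounds (final up to 57.5 uM) added 1 h before LPS (250 ng/mL) and ATP (1.25 mM) stimulation; lower signal means less secretion.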
D3 ag: D3 dopamine receptor (human) agonism. D3R DiscoveRx beta-arrestin cells, luminescence, 90 min. max activation, %. hit rate 0.58% among 410,000; in the data active means max activation above about 30%; further: 0% is about no effect; mostly tested at two doses, the higher about 12 µM
Target sequence (P35462 whole entry, looked up): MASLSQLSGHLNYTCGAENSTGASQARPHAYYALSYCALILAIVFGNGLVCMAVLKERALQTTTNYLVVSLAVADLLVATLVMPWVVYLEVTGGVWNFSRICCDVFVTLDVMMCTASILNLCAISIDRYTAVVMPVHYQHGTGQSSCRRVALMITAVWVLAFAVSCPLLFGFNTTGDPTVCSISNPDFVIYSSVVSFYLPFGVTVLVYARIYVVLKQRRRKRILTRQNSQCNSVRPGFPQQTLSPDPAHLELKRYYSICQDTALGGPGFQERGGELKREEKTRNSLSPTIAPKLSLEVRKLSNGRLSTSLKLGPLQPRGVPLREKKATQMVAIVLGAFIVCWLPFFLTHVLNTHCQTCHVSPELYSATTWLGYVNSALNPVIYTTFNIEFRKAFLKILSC
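Agonist mode: compounds and dopamine controls were applied to plated cells for 90 min at 37 degrees C after an overnight attachment at 1500 cells/well. Luminescent read-out followed 30 - 60 minutes at room temperature with DiscoveRx detection reagent.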
MCF10A rereplic: DNA re-replication induction in MCF 10a cells. MCF 10A DNA re-replication, Hoechst nuclear intensity, 48 h. Potency, µM (highest dose often 46.1 µM), without a hit: at the top dose activity, positive = re-replication, actives largely listed as activators. hit rate 2.9% among 350,000; further: potency means the concentration at half of the fitted maximal effect; % of control where 0% means no effect; nearly all actives have a fitted effect of over 50% in size
Numbers without * were called inactive; i = inactive; ? = inconclusive; . = not tested or not shown; [ ] = remark or other dose. Unless noted, the call rests on the fitted dose curve; in most records, active means well fitted curve in the direction sought with a large enough effect; inconclusive means small, poorly fitted or top-dose-only effect, or another doubt; inactive means no such curve, though single readings can be large; an effect the other way counts as inactive or inconclusive.

SMILES	GLP1R cytotox	HT1080-NT tox	KB-V1 MDR tox	HT1080 IDH1KD tx	SW480 rerep	KB-3-1 cytotox	IL1B secr inh	D3 ag	MCF10A rereplic
Cc1cc(C)c2c(N)c(C(=O)NC3CCCC3)sc2n1	0%[7.66 µM]	8%	-3%	15%	-2%	3%	?	1	17%
CCCCC(=O)N1CCN(c2nc3ccc(F)cc3s2)CC1	-5%	?	-27%	?	25%	-28%	-2	-9	-2%
c1cc2c(cn1)cnc1cscc12	4%	3%	-23%	2%	-699%[inhibitor]	?	?	10	1%
O=C1CC(N(Cc2ccc3c(c2)OCO3)C(=O)Nc2ccc(F)cc2)C(=O)N1c1ccccc1 (stereo unspecified)	3%	-2%	-9%	0%	-6%	1%	0	12	3%
C[C@]12CCC(=O)C=C1CCC1C2CC[C@@]2(C)C1CCC21OCCO1 (stereo partly specified)	8%	?	?	-1%	21%	-19%	-5	-4	21µM*
COc1ccc(S(=O)(=O)N2CCC(C(=O)NCCc3c[nH]c4ccccc34)CC2)cc1	-13%	3%	-2%	9%	1%	-4%	5	-2	8%
NC(=O)c1ccsc1NC(=O)COC(=O)c1nc(Cl)ccc1Cl	1%	7%	24%	8%	-43%[inhibitor]	9%	31	11	-16%
CSc1nc(N)c(C(=O)N(c2ccccc2)c2ccccc2)s1	4%	-17%	?	2%	.	-27%	2	5	.
O=C(Nc1nccs1)c1ccc2c(=O)n3c(nc2c1)CCCCC3	12%	1%	?	-24%	-72%[inhibitor]	-5%	0	-4	?
O=C(C1CC(=O)N(C2CCCC2)C1)N1CCC(Cc2ccccc2)CC1 (stereo unspecified)	7%	-17%	13µM*	-9%	5%	4%	-10	-8	0%
COCCNc1cc(C)c(C#N)c2nc3ccccc3n12	221%[activator]	-10%	-19%	-3%	22%	-3%	?	-5	-4%
CN(C)[C@@H](CO)c1nnc([C@H](Cc2ccc(O)cc2)NC(=O)C2CCNCC2)o1	-11%	-4%	-12%	0%	-43%[inhibitor]	-1%	28	0	-16%
O=C(/C=C/c1ccc(Cl)cc1)c1ccc([N+](=O)[O-])o1	-2%	?	?	13µM*	?	?	?	-38	8.2µM*
COc1ccc(C(=O)CCC(=O)Nc2cccnc2)cc1OC	2%	3%	1%	10%	-129%[inhibitor]	-3%	31	9	-20%
C/C=C(\C)CN1CCC(Oc2cc(C(=O)NC3CC3)ccc2OC)CC1	3%	-2%	?	-12%	1%	?	i	4	4%
CC(C)N1CCc2c(sc(NC(=O)Cc3ccccc3)c2C(N)=O)C1	38%[activator]	7%	1%	9%	-4%	0%	?	-11	-3%
COc1ccc(C2C(C#N)=C(N)Oc3cc(C)n(Cc4ccco4)c(=O)c32)cc1 (stereo unspecified)	-2%	16%	7%	21%	-7%	17%	3	4	3%
O=C(CN1C(=O)C2C3c4ccccc4C(c4ccccc43)C2C1=O)N1CCOCC1 (stereo unspecified)	-8%	14%	-3%	-11%	-18%	3%	2	0	3%
Nc1cc2nc[nH]c2cc1N	-7%	25%	?	18%	-140%[inhibitor]	1%	-6	-6	-1%
CC(C)C1Cc2c(C#N)c(N)sc(=S)c2CO1 (stereo unspecified)	7%	-7%	11%	-6%	-2%	22%	3	-9	13%
Nc1ncnc(Nc2ccccc2C(F)(F)F)n1	-5%	13%	6%	19%	-2%	0%	18	7	0%
CCN(CC)C(=O)c1nc[nH]c1C(=O)N1CCN(C(=O)OC(C)(C)C)CC1	?	2%	9%	0%	1%	6%	33	-5	-1%
Cn1c(N)c(C(=O)COc2ccc(C#N)cc2)c(=O)n(C)c1=O	-5%[0.307 µM]	?	0%	23%	1%	16%	0	0	5%
COC(=O)c1c(C)[nH]c(C(=O)OCC(=O)c2c(N)n(CC(C)C)c(=O)n(C)c2=O)c1C	-9%	-17%	-11%	-13%	16%	?	?	6	?
CCCOc1cccc(C(=O)Nc2ccc3c(c2)OCCO3)c1	8%	0%	-4%	-5%	-4%	-2%	-4	8	9%
CCCSC1=N/C(=C/c2ccsc2)C(=O)N1c1ccccc1	11%	2%	-4%	0%	-8%	13%	7	18	-5%
COc1cccc(C(=O)NNC(=O)c2ccc(NS(=O)(=O)c3cccs3)cc2)c1OC	11%	-1%	?	1%	-7%	-3%	-8	-7	-3%
N#CCCN1CCN(S(=O)(=O)c2ccc(S(=O)(=O)NCc3ccccc3)cc2)CC1	-11%	-2%	13%	-7%	-16%	-2%	4	-1	-1%
Fc1ccc(Cc2cn3cc(-c4ccccc4)nc3s2)cc1	-7%	.	?	.	.	?	.	9	.
Cc1ccc(-c2nnc(N3CCN(C(=O)COc4cccc(C)c4)CC3)c3ccccc23)cc1	-18%	-1%	?	-20%	-14%	?	-86*	12	6%

Full records as entered above. Screens in order: GLP1R cytotox, HT1080-NT tox, KB-V1 MDR tox, HT1080 IDH1KD tx, SW480 rerep, KB-3-1 cytotox, IL1B secr inh, D3 ag, MCF10A rereplic
Entry for COc1ccc(C2C(C#N)=C(N)Oc3cc(C)n(Cc4ccco4)c(=O)c32)cc1 (stereo unspecified) : -2%, 16%, 7%, 21%, -7%, 17%, 3, 4, 3%
Entry for CCN(CC)C(=O)c1nc[nH]c1C(=O)N1CCN(C(=O)OC(C)(C)C)CC1 : ?, 2%, 9%, 0%, 1%, 6%, 33, -5, -1%
Entry for Nc1ncnc(Nc2ccccc2C(F)(F)F)n1 : -5%, 13%, 6%, 19%, -2%, 0%, 18, 7, 0%

More entries
SMILES	GLP1R cytotox	HT1080-NT tox	KB-V1 MDR tox	HT1080 IDH1KD tx	SW480 rerep	KB-3-1 cytotox	IL1B secr inh	D3 ag	MCF10A rereplic
CSc1ncccc1C(=O)Nc1ccc(S(=O)(=O)NC2=NCCCCC2)cc1	7%	0%	28%	4%	-8%	17%	5	20	9%
O=C(CSc1cccc[n+]1[O-])Nc1c(Br)cc([N+](=O)[O-])cc1Br	-4%	-1%	?	-1%	25%	2%	16	2	5%
CCCONC(=O)Nc1ccccc1[N+](=O)[O-]	-8%	9%	-3%	12%	1%	9%	1	3	4%
COc1cc(-c2nc3ccccc3c(=O)n2N)cc(OC)c1OC	6%	11%	-12%	8%	5%	2%	-7	1	-3%
N#CC1(NC(=O)COC(=O)c2cc([N+](=O)[O-])ccc2N2CCCC2)CCCCC1	-23%	-1%	-6%	-8%	-50%[inhibitor]	3%	-20	-10	?
Cc1ccnc(Nc2nc(-c3ccc(O)cc3O)cs2)c1	-20%	-3%	-5%	-20%	-6%	-2%	-1	2	?
COc1ccc(-n2c(C)c(C)c3c(NCCO)ncnc32)cc1	0%	1%	6%	0%	-9%	2%	10	1	-2%
CC(C)Nc1ccc(-c2nc(-c3ccccn3)no2)cc1[N+](=O)[O-]	1%	.	8%	.	.	-5%	.	0	.
CCCCOc1ccccc1C1NC(=O)NC(C)=C1C(=O)OCc1ccco1 (stereo unspecified)	-21%	-28%	-4%	-20%	-1%	-3%	-6	10	0%
O=C(Nc1ccccc1Oc1ccccc1)C1CC1	-3%	4%	4%	9%	3%	1%	5	3	7%
O=C(O)C1=C[C@@H](C2CCCCC2)C[C@@H](OCCCCO)O1	5%	7%	0%	6%	-47%[inhibitor]	27%	21	28	-38%[inhibitor]
COc1ccccc1CNC(=O)COC(=O)c1cc([N+](=O)[O-])ccc1N1CCOCC1	-27%	3%	?	7%	-2%	0%	-13	-3	1%
CCCc1nc(SCC(=O)NNC(=O)C2CCCCC2)c2ccccc2n1	-27%	0%	5%	-7%	6%	2%	-5	1	3%
CC1(C)Cc2cccc(OCC(=O)NCc3ccccc3)c2O1	6%	-4%	-23%	-3%	-16%	-7%	-4	-1	-2%
CN1CCN(C(=O)c2ccc3c(c2)N(C)C(=O)/C(=C/c2cccc(Cl)c2)S3)CC1	-15%	9%	22%	1%	4%	0%	-11	-15	13µM*
CC1CCCCC12NC(=O)N(CC(=O)NCc1ccco1)C2=O (stereo unspecified)	2%	12%	10%	10%	0%	4%	-11	0	-7%
CCC(Oc1ccccc1)C(=O)NCCOC (stereo unspecified)	14%	16%	-10%	17%	-9%	13%	19	4	-1%
CCN(CC)S(=O)(=O)c1ccc2nc(NC(=O)c3ccc(Br)o3)sc2c1	3%	.	17%	.	.	-3%	.	-13	.
O=C(O)c1cccc2c1C(=O)c1ccc(N3CCCCC3)cc1S2(=O)=O	1%	3%	?	3%	-2%	9%	21	-5	14%
O=C(Nc1ccc(N2CCOCC2)cc1)c1cccc(S(=O)(=O)N2CCOCC2)c1	-9%	4%	17%	8%	4%	-3%	28	-1	5%
CN(CC(=O)Nc1cccc(F)c1)C(=O)c1cn2ccccc2n1	-33%	9%	-3%	3%	-13%	0%	-9	0	3%
O=C1Nc2ccc([N+](=O)[O-])cc2OC1CCN1CCN(Cc2ccccc2)CC1 (stereo unspecified)	-16%	?	-10%	-27%	1%	-1%	-1	-16	-25%
CCc1ccc(OCC(=O)Nc2ccc3oc(-c4ccc(OC)cc4)nc3c2)cc1	7%	.	6%	.	.	?	.	-9	.
O=C1CC(N2CCSCC2)C(=O)N1c1cccc(Br)c1 (stereo unspecified)	-16%	12%	20%	8%	-7%	22%	40	-13	5%
Cc1ccc2oc(C(=O)N(Cc3nccn3C)C(C)C)c(C)c2c1	-3%	-1%	?	1%	-8%	8%	16	3	0%
Cc1sc(NC(=O)CSc2nnc(N)s2)c(C#N)c1C	-12%	-11%	-8%	-10%	-21%	5%	-7	-3	-15%
COc1ccc(N2CC(C)Cn3c2nc2c3c(=O)n(Cc3ccc(F)cc3)c(=O)n2C)c(OC)c1 (stereo unspecified)	11%	0%	?	-3%	6%	-9%	-5	0	-7%
Cc1nn(CCc2nc(-c3ccco3)cs2)c2[nH]c(=O)cc(C(F)(F)F)c12	9%	-9%	-27%	-19%	-21%	-2%	13	1	-18%
COc1c(C)oc2cc(O)ccc2c1=O	7%	25%	?	10%	4%	-2%	20	5	-7%

Assay outcomes as filed in PubChem.
